STK33 inh – inhibitors of purified STK33 kinase, primary screen, biochemical, ADP-Glo luminescence, homogeneous, cell-free. Serine/threonine-protein kinase 33 (Homo sapiens), Q9BYT3. MBP phosphorylation. inhibition, % at 10 µM. 320,000 compounds, 0.073% hits;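 active = inhibition at or above 25%, using the most active replicate where run in duplicate; inactive = inhibition below 25%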
Target sequence (Q9BYT3 whole entry, looked up): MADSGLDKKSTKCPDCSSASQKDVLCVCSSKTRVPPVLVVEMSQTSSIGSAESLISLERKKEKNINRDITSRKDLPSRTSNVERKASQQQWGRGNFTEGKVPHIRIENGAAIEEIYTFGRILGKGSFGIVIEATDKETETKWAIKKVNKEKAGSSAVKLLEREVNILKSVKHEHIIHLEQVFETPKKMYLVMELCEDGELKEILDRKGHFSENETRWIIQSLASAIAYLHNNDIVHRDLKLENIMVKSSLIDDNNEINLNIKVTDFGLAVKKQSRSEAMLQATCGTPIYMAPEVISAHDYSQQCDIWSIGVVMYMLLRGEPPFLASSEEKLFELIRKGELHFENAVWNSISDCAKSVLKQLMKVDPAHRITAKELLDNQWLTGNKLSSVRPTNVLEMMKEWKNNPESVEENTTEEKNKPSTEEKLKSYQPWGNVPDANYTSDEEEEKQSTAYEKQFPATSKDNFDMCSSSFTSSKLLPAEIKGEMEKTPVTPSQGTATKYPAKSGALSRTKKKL
Kir21 inh – inhibitors of mouse Kir2.1 inward-rectifier potassium channel | AID 1672, 2009 | B-score at 10 µM | HEK293-Kir2.1, FluxOR thallium flux fluorescence; hits give low values | Inward rectifier potassium channel 2 (Mus musculus), P35561 | 310,000 compounds, 0.85% hits;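 active = fluorescence ratio B-score at or below minus 3 SD of library scores, with starting-brightness B-score within 2 SD, cut at about -4.2 in these data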;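 note: channel flux triggered by added potassium and thallium sulfate stimulus; B-score of peak minus minimum fluorescence over baseline after thallium stimulus; more negative B-score means stronger Kir2.1 block with less thallium influx; some compounds called inactive have numbers as strong as hits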
Target sequence (P35561 whole entry, looked up): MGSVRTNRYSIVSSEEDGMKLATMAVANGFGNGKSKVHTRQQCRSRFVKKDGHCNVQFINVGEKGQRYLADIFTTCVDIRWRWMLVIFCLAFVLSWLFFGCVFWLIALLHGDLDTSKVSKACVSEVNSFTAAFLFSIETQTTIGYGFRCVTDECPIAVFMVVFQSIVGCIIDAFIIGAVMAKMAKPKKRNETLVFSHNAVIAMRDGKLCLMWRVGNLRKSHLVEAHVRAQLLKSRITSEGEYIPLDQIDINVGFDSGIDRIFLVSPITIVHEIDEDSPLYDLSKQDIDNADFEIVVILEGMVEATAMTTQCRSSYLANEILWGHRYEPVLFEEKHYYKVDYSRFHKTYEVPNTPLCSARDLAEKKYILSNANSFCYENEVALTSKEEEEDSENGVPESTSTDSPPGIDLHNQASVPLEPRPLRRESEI
* marks the source's active call; other numbers are inactive results; . = not tested or not shown.

SMILES	STK33 inh	Kir21 inh
O=C(NCCCNC(=O)c1ccccn1)c1ccc(F)cc1	-1.5	0.24
CCOC(=O)c1cc(-c2ccc(C)cc2)n(CC(=O)NCc2ccco2)c1C	-0.1	0.41
O=C(CCc1ccccc1)Nc1nnc(-c2ccc3c(c2)OCCO3)o1	-0.5	1.19
Cc1sc2ncnc(N(C)Cc3ccco3)c2c1C	-0.3	1.89
Cc1ccc(OCC(=O)Nc2ccc3c(c2)OCO3)c(C)c1	1.0	-2.25
O=c1oc2ccccc2c(NCCO)c1[N+](=O)[O-]	-0.2	-1.55
CCN(CC)C(=O)CSc1nc2ccccc2c(=O)n1OC(C)C	-0.1	0.58
O=C1NC(=O)/C(=C/c2cccc3ccccc23)S1	2.1	2.28
O=C(COc1ccc(C(=O)c2ccccc2)cc1)NCC(=O)Nc1ccccc1Br	-1.7	-1.14
COc1cccc(CNc2ncn[nH]2)c1OCc1ccccc1F	-1.5	-1.07
Cc1ccc(SCC(=O)NCCc2ccccc2)cc1	-4.4	0.88
S=C(NCCCN1CCOCC1)NC1CC1	-1.6	0.15
O=C(O)CCS(=O)(=O)c1nc(-c2cccs2)cc(C(F)(F)F)n1	6.9	-1.2
Cc1cccc(OCC(=O)NCc2n[nH]c(=O)c3ccccc23)c1	-1.1	0.12
O=C(CSc1nc2sc3c(c2c(=O)[nH]1)CCCC3)NCCO	-0.6	0.13
O=C1C(=O)N(CCCN2CCOCC2)C(c2ccc(Cl)cc2)/C1=C(\O)c1ccc2c(c1)OCCO2 (stereo not given)	-1.4	-0.15
COC(=O)C(C(=O)OC)C(C(C)C)C(C(=O)OC)C(=O)OC	1.1	.
COc1ccc2c(C)c(Cl)c(=O)oc2c1	-1.4	0.21
CCN(CC)c1nc(C)nc2c1sc(=S)n2C	0.3	-0.65
O=C(COC(=O)C1CCC1)Nc1cccc(Cl)c1	-0.4	0.11

An excerpt from above in order of molar mass, smallest number first.
SMILES	STK33 inh	Kir21 inh
S=C(NCCCN1CCOCC1)NC1CC1	-1.6	0.15
COc1cccc(CNc2ncn[nH]2)c1OCc1ccccc1F	-1.5	-1.07
O=C(COc1ccc(C(=O)c2ccccc2)cc1)NCC(=O)Nc1ccccc1Br	-1.7	-1.14

The list goes on:
SMILES	STK33 inh	Kir21 inh
Cc1ccc(O)c(/C=N/NC(=O)COc2ccc3c(C)cc(=O)oc3c2)c1	-0.8	0.2
COc1cccc(NC(=O)CC2COc3ccccc3O2)c1 (stereo not given)	0.9	0.76
CC1(C)C(C(=O)O)N2C(=O)C(NC(=O)Cc3ccccc3)C2S1=O (stereo not given)	-1.6	-0.95
Cc1cc(NC(=O)Cn2c(=O)c3c(ncn3CCC(C)C)n(Cc3ccccc3)c2=O)no1	-0.6	-0.75
Cc1nonc1C1CCCN1Cc1nc(-c2ccc(F)cc2F)oc1C (stereo not given)	-0.5	-0.81
O=C1NC2(CCCCC2)Cc2ccccc21	-1.0	0.17
CC(=O)Nc1cccc(NC(=O)CSc2nc(=O)n(Cc3ccccn3)c3c2CCC3)c1	-3.4	1.09
Cc1ccc(N=C2NC(=O)/C(=C/C=C/c3ccco3)S2)cc1	1.6	1.77
C#CCOCCOCCOCCNc1nc(N2CCN(C(=O)CCCCCCCCCCNC(=O)[C@H]([C@@H](C)CC)n3cc(CCCCN=C(N)N)nn3)CC2)nc(N2CCN(C(=O)CCCCCCCCCCNC(=O)[C@H](CO)n3cc(CCCCCN)nn3)CC2)n1	15.8	.
O=C(COc1ccc2ccc(=O)oc2c1)Nc1nccs1	1.0	1.33
Cc1ccc(NC(=O)Cc2nc(-c3c[nH]c(C(=O)N4CCCC4)c3)cs2)c(C)c1	-0.3	.
COc1ccccc1NC(=O)CN(Cc1ccco1)C(=O)c1ccc(-n2nc(C)cc2C)cc1	-0.1	0.78
Cc1ccc(OCC(=O)NCCCNC(=O)COc2ccc(C)cc2)cc1	.	-0.85
CCCn1c(=O)n(C)c(=O)c2c(SCc3cc(C(C)=O)ccc3OCC)nc(C3CC3)nc21	-1.0	0.61
CC(=O)Nc1ccc2c(c1)nc(CCNC(=O)c1ccco1)n2C	-0.5	0.25
CSc1ccc(/C=N/n2c(Cc3ccc(Br)cc3)n[nH]c2=S)cc1	-1.0	0.01
Cc1nc(COc2cc3oc(=O)cc(C)c3cc2Cl)cs1	-0.3	-0.03
O=c1[nH]cc(-c2ccc(Br)cc2)n1Cc1ccccc1	0.6	0.97
COc1ccccc1N1C(=O)CCC1(C#N)c1ccccc1 (stereo not given)	-1.2	-1.02
O=C(Cc1ccc([N+](=O)[O-])cc1)Nc1nnc(C2CC2)s1	-5.9	0.16
O=C(N/N=C/c1ccc(OC(=O)c2ccccc2)cc1)c1cccc(O)c1	-1.1	-1.25
CCCN(C(=O)/C=C/c1nc2ccccc2s1)C1CCS(=O)(=O)C1 (stereo not given)	2.1	.
CN(C(=O)c1cccc(OC2CCN(S(=O)(=O)N(C)C)CC2)c1)C1CCOC1 (stereo not given)	.	-0.96
CC12CCC(C(=O)N(CCCCN3CCN(c4ccccn4)CC3)C1=O)C2(C)C (stereo not given)	-1.3	1.19
O=C(O)c1cc(S(=O)(=O)N(Cc2ccccc2)c2ccc(Cl)cc2)ccc1Cl	-2.1	0.89
O=C1/C(=C/c2cccnc2)SC(=S)N1c1ccc(O)cc1	-1.6	1.44
CCOC(=O)Cc1csc(NC(=O)c2ccc3c(c2)OCO3)n1	-0.5	-0.95
Cc1cc(C)cc(NC(=O)COC(=O)c2ccc(CN3CCCC3=O)cc2)c1	-0.4	.
Cc1c(C(=O)N(C)Cc2cccc(F)c2)oc2c(Cl)cccc12	-1.0	-3.15
Cc1nnc(-c2cnn(C)c2N)n1Cc1ccccc1F	-0.8	-0.49
C/C(=N\Nc1ccc(Cl)c(C(=O)O)c1)c1ccc(N2CCOCC2)cc1	3.0	0.69
COc1ccc(CC(=O)NC(C)c2nnc(SCCC(=O)Nc3ccccc3)n2C)cc1 (stereo not given)	2.8	-0.53
CCn1c(CNc2ccc(F)cc2)nnc1SCC(=O)Nc1ccc(OC)cc1OC	-1.0	0.45
CC(C)(C)NC(=O)CN(C(=O)CCC(=O)Nc1nccs1)c1cccc(C(F)(F)F)c1	-2.0	0.03
CCc1cc2c(=O)c(-c3nc4ccccc4n3C)c(COCC(=O)O)oc2cc1O	-0.4	0.37
CCc1ccc(-c2nc(NC(=O)c3ccc(OCC(=O)Nc4ccc(F)cc4)c(OC)c3)sc2C)cc1	-0.4	-0.05
O=C(CNC(=O)c1ccc(N2C(=O)c3ccccc3C2=O)cc1)OCC(=O)c1ccc(Cl)cc1	-1.4	0.5
COc1ccc(S(=O)(=O)N2CCNC(=O)CC2)cc1	-1.3	0.71
COCCn1c(C)cc(C(=O)CSc2ccc(NC(C)=O)cc2)c1C	0.3	-0.49
O=C(NCCN1C(=O)S/C(=C\c2ccccc2F)C1=O)C1CC(=O)N(Cc2ccccc2)C1 (stereo not given)	-0.3	.

Look-ups from the list.
For Kir21 inh, C/C(=N\Nc1ccc(Cl)c(C(=O)O)c1)c1ccc(N2CCOCC2)cc1 has the entry 0.69
For STK33 inh, Cc1cc(C)cc(NC(=O)COC(=O)c2ccc(CN3CCCC3=O)cc2)c1 has the entry -0.4
For STK33 inh, O=C(NCCN1C(=O)S/C(=C\c2ccccc2F)C1=O)C1CC(=O)N(Cc2ccccc2)C1 (stereo not given) has the entry -0.3
For STK33 inh, CC(C)(C)NC(=O)CN(C(=O)CCC(=O)Nc1nccs1)c1cccc(C(F)(F)F)c1 has the entry -2.0
For Kir21 inh, CC12CCC(C(=O)N(CCCCN3CCN(c4ccccn4)CC3)C1=O)C2(C)C (stereo not given) has the entry 1.19
For Kir21 inh, O=C1/C(=C/c2cccnc2)SC(=S)N1c1ccc(O)cc1 has the entry 1.44

Further structures
SMILES	STK33 inh	Kir21 inh
O=C(NCc1cccnc1)C(=O)Nc1cc2c3c(c1)CC(=O)N3CCC2	-0.6	-0.42
Cc1ccc(OCC(=O)NC(=S)Nc2ccc(Br)cn2)cc1	-1.0	-0.78
CCCCNC(=S)Nc1ccccc1F	-2.0	0.21
Fc1ccc(CNc2nc3ccccc3n3cnnc23)cc1	0.0	0.6
Cc1ccc(CC(=O)Nc2nc3c(s2)CCCC3)cc1	-1.1	0.52
CC1(C)CC(=O)C2=C(C1)c1c(ccc3ncccc13)NC2c1cccs1 (stereo not given)	-0.9	1.02
CC(O)[C@H]1CNCCN1CCc1cccc2ccccc12 (stereo not given in full)	1.0	0.07
CCCCNc1nnc(CCn2nc(C)c(Br)c2C)s1	-3.4	0.36
COc1ccccc1NC(=O)N1CCCC1C(=O)NCc1ccc2c(c1)OCO2 (stereo not given)	-0.2	1.23
Cc1cccc2sc(NC(=O)C3CC3)nc12	4.1	0.92
CCc1nn(CCCC(=O)N2CCN(c3ccc(OC)cc3)CC2)c(=O)c2cc3occc3n12	0.7	0.31
COc1ccc(/C=C(\NC(=O)c2ccc(C)cc2)C(=O)NCCCN2CCOCC2)cc1OC	-0.8	-0.11
Cc1cccc(Nc2ccccc2C(=O)OCC(=O)NCc2ccco2)c1C	-0.6	0.07
CC(C)OCCCNC(=O)C1CCC(=O)N1C(C)C (stereo not given)	-0.4	1.52
Cc1[nH]n(S(=O)(=O)Cc2ccccc2)c(=O)c1N=Nc1ccccc1Cl	0.4	1.75
CCc1cccc(C)c1NC(=S)NCCc1c(C)[nH]c2ccc(C)cc12	-0.3	-0.1
CC1CCCN(S(=O)(=O)c2ccc(NC(=O)[C@@H]3CCCN3C(=O)c3cccs3)cc2)C1 (stereo not given in full)	0.8	.
Cc1ccc(-c2csc(N(CCCN3CCOCC3)C(=O)c3ccco3)n2)cc1	.	-0.15
Cc1ccccc1C(=O)NCC(=O)NNC(=S)NC(=O)c1ccccc1	-0.8	0.11
COc1cc(CNC(C)C23CC4CC(CC(C4)C2)C3)cc(OC)c1OC (stereo not given)	1.1	-1.39
CCCCn1c(N)c(N(CCOC)C(=O)c2sc3cc(F)ccc3c2Cl)c(=O)[nH]c1=O	0.2	2.18
c1coc(-c2nc(-c3ccco3)c(-c3ccco3)nc2-c2ccco2)c1	3.4	-0.07
Clc1ccc(OCc2nnc3n2N=C(c2ccc4c(c2)OCCO4)CS3)c(Cl)c1	-0.5	-0.28
CCOCCOC(=O)C1=C(C)NC2=C(C(=O)CC(c3cccs3)C2)C1c1ccsc1 (stereo not given)	-0.7	1.09
Cc1c(C)n(C)c2ccc(C(=O)NCCCN(C)C3CCCCC3)cc12	-0.5	0.29
O=C(N/N=C/c1ccccc1Cl)c1[nH]c2ccc(Br)cc2c1-c1ccccc1	-2.4	-0.5
C/C(CC(=O)Nc1ccc(Br)cc1)=N\NC(=O)Cc1csc(N)n1	.	-0.06
O=C(Nc1ccc([N+](=O)[O-])cn1)c1ccc(Br)o1	-1.9	-1.58
COc1cc(-c2noc(C)c2C(=O)NCCc2c[nH]c3ccccc23)cc(OC)c1OC	0.7	-0.04
O=C(CNC(=O)c1ccccc1)OCc1cc(=O)n2cc(Br)ccc2n1	8.7	0.14
O=C(CN1C(=O)c2cccc3cccc(c23)C1=O)N1CCOCC1	-0.5	-0.8
CCOC(=O)N1CCC(NC(=O)c2ccc3c(c2)N=C(C)c2c(C)ccc(C)c2S3)CC1	-0.2	0.11
COC(=O)c1ccc(S(=O)(=O)N2CCC(C(N)=O)CC2)n1C	-1.2	2.81
Cc1ccc(-c2nc(N)nc(N)n2)c(C)c1	1.1	.
CCOc1nc2cnccc2n(CC(=O)Nc2ccccc2F)c1=O	0.1	-0.05
Clc1ccccc1CSc1nnc([C@@H]2CCCN2)o1	-1.8	0.7
C=C1c2cc(OC)ccc2NC(=O)N1CC	1.4	0.31
Cc1nc2ccc(NC(=S)NCc3ccccc3)cc2nc1C	0.0	0.64
CCc1sc(C(=O)N2CCCN(C)CC2)cc1Br	0.5	0.15
CCCCn1c(N)c(N(CCOC)C(=O)CCNC(=O)c2ccc(Br)cc2)c(=O)[nH]c1=O	.	-1.29
NC(=O)NC(=O)CN1c2cccc3cccc(c23)S1(=O)=O	12.6	-2.36
O=C(CNC(=O)c1cccnc1)N/N=C/c1cccnc1	-0.5	-1.13
Cc1ccc(S(=O)(=O)N2CCN(C(=O)c3ccc(-n4cncn4)c([N+](=O)[O-])c3)CC2)cc1	-0.1	-1.24
COc1ccc(/C=C(\NC(=O)c2cccs2)C(=O)Nc2cccc3ccccc23)cc1OC	-0.7	0.43
N#Cc1ccccc1S(=O)(=O)Nc1ccc2c(c1)OCCO2	-0.9	0.91
Cc1ccc(/C=N/n2cnc3sc(C)c(C)c3c2=O)o1	0.1	0.7
COC(=O)C1=C(C)N(CCCC(=O)O)C(=O)NC1c1ccc(C(F)(F)F)cc1 (stereo not given)	-1.9	-0.52
COC(=O)c1c(N2C(=O)[C@H]3[C@@H](C2=O)[C@]2(C(=O)Nc4ccccc42)N2CCC[C@@H]32)sc(C)c1C	-1.2	0.06
COc1cc(NC(=O)c2c(F)c(F)c(F)c(F)c2F)c(OC)cc1Cl	-1.6	-0.3
C/C(=N\NC(=S)NCCc1ccccc1)c1cccs1	-0.6	-0.52
COc1ccc(C)cc1NC(=O)c1ccccc1N(C)S(=O)(=O)c1ccccc1	-1.3	-1.52
CCC1Sc2ccc(S(=O)(=O)CCC(=O)NC3CCCCCC3)cc2NC1=O (stereo not given)	-2.2	1.1
CCCN(CC(=O)Nc1ccccc1C)C(=O)Cc1coc2cc(C)ccc12	-1.1	0.99
CCCCN(C(=O)C1CCCC1)c1c(N)n(CC(C)C)c(=O)[nH]c1=O	-0.9	.
CC(=O)/C=C/c1ccccc1O	-0.9	-0.64
Cc1cccc(C)c1NC(=O)CSc1nc(N2CCOCC2)nc(N2CCOCC2)n1	-1.2	1.21

2 entries from above, reformatted:
STK33 inh | Kir21 inh | SMILES
. | -0.06 | C/C(CC(=O)Nc1ccc(Br)cc1)=N\NC(=O)Cc1csc(N)n1
-1.9 | -1.58 | O=C(Nc1ccc([N+](=O)[O-])cn1)c1ccc(Br)o1

Compound activity deposited in PubChem by several laboratories.
